Screening results from PubChem BioAssay.
HCV NS3 hel inh: inhibitors of Hepatitis C virus NS3 helicase. NS3 helicase DNA unwinding, Cy5 molecular beacon fluorescence. inhibition, % at 10.9 µM. 0.56% of 290,000 active;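 active means inhibition above the mean of all tested compounds plus 3 SD, set per campaign, cut at about 35% in these data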;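 further: 0% = DMSO wells and 100% = thioflavine S control wells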
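assay system = NS3 helicase fragment of HCV | buffer or medium = MOPS pH 6.5, MgCl2, DTT, Tween20, BSA | timing = 60 min unwinding reaction at 25 °C after ATP addition | signal = Cy5 beacon fluorescence read at start and 1 h | read-out basis = % inhibition of unwinding | control set = low DMSO, high thioflavine S at 110 µM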
IMP-1 inhibitor: blocks Pseudomonas aeruginosa IMP-1 metallo-beta-lactamase; 0.45% of 290,000 active; inhibition, % at 5.6 µM; AID 1556; purified IMP-1, nitrocefin hydrolysis, epi-absorbance fluorescence;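 active means inhibition above the mean plus 3 SD of all compounds in the same screening run, cut at about 4.5% in these data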;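 further: 0% = IMP-1 with DMSO and 100% = DMSO wells lacking enzyme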
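System: purified IMP-1; amount: IMP-1 0.2 nM before substrate addition; compound: single dose, 5.6 µM; times: 25 °C, 15 min preincubation, 25 min reaction; signal: Epi-absorbance via hydrolysed-nitrocefin quenching of white-plate fluorescence, 480/530 nm, EDTA stop; benchmarks: DMSO with and without IMP-1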
PHOSPHO1 block: PHOSPHO1 (human) inhibition | Q8TCT1 | recombinant PHOSPHO1, absorbance phosphatase assay | inhibition, % at 13.3 µM | 1.1% of 290,000 active | AID 1565; in the data active means inhibition above about 60%
Target sequence (Q8TCT1 whole entry, looked up): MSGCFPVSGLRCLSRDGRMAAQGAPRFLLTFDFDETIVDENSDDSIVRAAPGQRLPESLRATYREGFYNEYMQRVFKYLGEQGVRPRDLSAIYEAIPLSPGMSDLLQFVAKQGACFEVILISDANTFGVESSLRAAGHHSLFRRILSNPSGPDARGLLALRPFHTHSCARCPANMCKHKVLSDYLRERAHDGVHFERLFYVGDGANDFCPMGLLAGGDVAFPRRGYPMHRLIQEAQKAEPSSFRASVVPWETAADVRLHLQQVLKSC
FID counter: counter-screen for HCV NS3 helicase inhibitors: DNA intercalator displacement | DNA fluorescent intercalator displacement, fluorescence | inhibition, % at 7.9 µM | 0.17% of 290,000 active; in the data active means inhibition above about 37%;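 further: 0% = vehicle and 100% = reference compound; higher means more ethidium bromide displaced from hairpin DNA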
VIM-2 inhibitor: inhibitors of Pseudomonas aeruginosa VIM-2 metallo-beta-lactamase. inhibition, % at 5.6 µM. AID 1527. 0.89% of 290,000 active. purified VIM-2, nitrocefin hydrolysis, epi-absorbance fluorescence;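 active means inhibition above the mean of all tested compounds plus 3 SD, cutoff set per screening run, cut at about 7.5% in these data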;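 further: red hydrolysis product quenches plate fluorescence so inhibitors raise well fluorescence; 0% = enzyme with DMSO and 100% = DMSO without enzyme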
OXTR agonist: human OXTR agonism. 0.32% of 320,000 active. CHO-OTR cells, Fluo-8 calcium fluorescence; normalized: DMSO 0%, oxytocin 100%. AID 2435. activation, % at 3 µM;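 active means activation above the mean of all tested compounds plus 3 SD, cutoff set per screening run, cut at about 20% in these data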;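 further: peak over basal fluorescence ratio from a 100 s FLIPR kinetic read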
Target sequence (P30559 whole entry, looked up): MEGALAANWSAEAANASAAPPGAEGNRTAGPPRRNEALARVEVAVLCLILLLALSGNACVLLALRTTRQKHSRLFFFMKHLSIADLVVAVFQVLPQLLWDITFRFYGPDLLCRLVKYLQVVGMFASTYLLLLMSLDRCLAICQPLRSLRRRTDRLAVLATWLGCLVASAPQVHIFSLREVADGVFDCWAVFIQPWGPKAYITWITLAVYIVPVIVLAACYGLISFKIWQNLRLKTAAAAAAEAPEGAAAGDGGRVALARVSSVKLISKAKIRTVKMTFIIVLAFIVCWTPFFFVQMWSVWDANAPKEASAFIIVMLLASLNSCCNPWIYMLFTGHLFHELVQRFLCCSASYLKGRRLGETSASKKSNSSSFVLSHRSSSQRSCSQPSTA
V1R ag counter: counter-screen for oxytocin receptor agonists: human V1a receptor agonists; P37288; CHO-V1R cells, Fluo-8 calcium fluorescence, agonist mode; 0% DMSO, 100% 3 nM vasopressin; activation, % at 3 µM; 0.25% of 320,000 active; AID 2797;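 active means activation above the mean activation of all tested compounds plus 3 SD, per screening run, cut at about 20% in these data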;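 further: signal is peak over basal fluorescence ratio across a 100 second FLIPR read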
GPR7 antagonist: blocks human GPR7 receptor signaling. P48145. inhibition, % at 4.4 µM. AID 1861. GPR7-expressing cells, fluorescence antagonist assay. 1.1% of 290,000 active; in the data active means inhibition above about 16%, passing the limit was not always enough;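 further: cells stimulated with the agonist NPW; 0% = agonist with vehicle and 100% = vehicle without agonist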
GalR3 antagonist: blocks the human galanin receptor 3; HEK293 GalR3-CNG cAMP membrane potential fluorescence; galR3 body fused to GalR1 C-terminus; inhibition, % at 3 µM; 0.44% of 360,000 active; AID 651719;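 active means inhibition above the screen-wide average plus 3 SD, cut at about 13% in these data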;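 further: forskolin and galanin both at EC90 stimulate the cells; cAMP rise reported by CNG channel membrane potential dye signal; 0% = forskolin plus galanin with DMSO and 100% = forskolin alone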
Target sequence (O60755 1-299 limits assumed): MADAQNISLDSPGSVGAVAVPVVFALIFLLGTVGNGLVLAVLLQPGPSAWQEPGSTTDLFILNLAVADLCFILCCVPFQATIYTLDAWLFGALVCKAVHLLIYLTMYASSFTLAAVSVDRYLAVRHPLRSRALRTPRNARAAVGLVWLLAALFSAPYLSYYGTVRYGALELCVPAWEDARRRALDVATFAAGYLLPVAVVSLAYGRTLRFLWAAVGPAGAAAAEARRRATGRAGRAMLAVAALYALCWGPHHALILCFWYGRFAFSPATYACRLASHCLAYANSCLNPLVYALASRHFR
An asterisk follows results filed as active; · = no result given.

SMILES | HCV NS3 hel inh | IMP-1 inhibitor | PHOSPHO1 block | FID counter | VIM-2 inhibitor | OXTR agonist | V1R ag counter | GPR7 antagonist | GalR3 antagonist
COc1cc(OC)cc(C(=O)NNC(=O)NC2CCCCC2)c1 | 8 | -2.5 | -19 | -13 | -4.7 | 0.8 | -0.9 | -1 | -5
COc1ccc(N2CCN(C(=O)c3ccc4c(=O)n5c(nc4c3)CCCCC5)CC2)cc1 | -5 | -6.1 | 7 | -52 | -2.5 | -1.0 | 0.4 | -1 | ·
O=C(NCC1CCN(c2ccc(S(=O)(=O)N3CCOCC3)cc2)CC1)c1ccc(Cl)cc1 | 16 | -1.3 | 7 | -24 | -4.6 | 4.2 | 5.8 | 12 | -3
O=C(NNC(=O)c1oc2ccccc2c1-n1cccc1)c1ccco1 | 24 | 0.6 | 35 | -2 | -1.8 | -0.2 | 0.5 | -15 | -6
O=C(O)c1ccc(CNC(=O)C2CCCN2C(=O)OCc2ccccc2)cc1 (stereo unspecified) | 2 | -1.7 | 40 | -6 | -2.7 | · | · | -10 | -10
COc1ccc(C2C(C(C)=O)=C(O)C(=O)N2c2cccnc2)c(OC)c1 (stereo unspecified) | 6 | -3.3 | 28 | -6 | 1.4 | 0.9 | 0.1 | -8 | -3
COc1ccc(NC(=O)c2cccc(S(=O)(=O)N(C)c3ccccc3)c2)cn1 | -11 | -2.4 | -13 | -13 | 1.2 | 3.5 | 4.2 | -12 | -1
O=C(Nc1ccncc1)c1cc2ccccc2o1 | -7 | -2.0 | -34 | -4 | -0.8 | -0.5 | 1.1 | -3 | -4
O=C(c1ccccc1)N1CCC(c2nc(-c3ccc(S(=O)(=O)N4CCOCC4)cc3)no2)CC1 | 3 | -2.8 | 14 | -18 | -3.0 | 9.9 | 9.1 | -5 | -2
CC(C)(CNC(=O)CCC1CCCC1)CNC(=O)CCC1CCCC1 | -12 | -2.1 | 37 | -48 | -0.6 | -1.0 | 4.2 | -10 | -3
O=C(N/N=C/c1cccnc1)c1ccccc1Cl | 0 | -2.1 | 33 | -4 | -0.8 | 0.3 | -0.4 | -6 | -10
O=C(c1ccccc1Br)N1CCC(c2nc3ccccc3s2)CC1 | 1 | -1.3 | 27 | -32 | -2.2 | 4.0 | 5.8 | -7 | -3
Cc1ccc(S(=O)(=O)C2CCCCC2=O)cc1 (stereo unspecified) | 1 | -4.5 | 7 | 0 | -1.7 | -0.7 | -0.1 | -14 | -4
O=C(c1cc2nc(-c3cccs3)cc(C(F)(F)F)n2n1)N1CCCc2ccccc21 | -5 | -1.1 | 18 | 1 | -2.5 | 0.1 | 1.3 | -11 | -3
CSc1nc2ccc(S(=O)(=O)N3CCc4ccccc43)cc2s1 | -9 | -1.1 | 16 | -2 | -1.5 | 0.5 | 0.6 | -1 | ·
O=C(Cc1ccccc1[N+](=O)[O-])N1CCN(S(=O)(=O)c2ccccc2)CC1 | -11 | -0.4 | 28 | -8 | -0.3 | -0.3 | -0.2 | -1 | 4
O=C(O)c1cccc(-n2nc(-c3ccc(Cl)c([N+](=O)[O-])c3)c3ccccc3c2=O)c1 | -13 | -2.7 | 27 | -11 | -2.5 | 0.3 | -0.8 | 4 | -8
CNC(=O)c1cc2c(=O)n3cc(C)ccc3nc2n(C(C)C)c1=N | 2 | -1.3 | 11 | -3 | 4.4 | -0.2 | -0.2 | -10 | 1
CCOC(=O)c1ccn(-c2nc(-c3ccco3)cc(C(F)(F)F)n2)n1 | 4 | -3.1 | -10 | -20 | 3.4 | -1.4 | -0.9 | -4 | 0
NC(=O)c1ccc(C(=O)N/N=C/c2cccc(Oc3ccccc3)c2)cc1 | 1 | -3.2 | -4 | -25 | -2.6 | · | · | -7 | 1
Cc1ccc(N2CN(CCC3=CCCCC3)CNC2=S)cc1 | -1 | -0.8 | 20 | -12 | -1.3 | -1.4 | -1.3 | 2 | -6
O=C(Cn1nnc(-c2ccccc2Cl)n1)N1CCCCC1 | -4 | -2.1 | 19 | -9 | -0.2 | 1.3 | 0.1 | -10 | -10
COc1ccc(/C(CC2OC(=O)c3ccccc32)=N\NC(N)=O)cc1 (stereo unspecified) | -8 | -2.6 | 34 | -3 | -1.8 | 0.9 | 0.6 | 0 | 4
CNC(=S)Nc1ccccc1-c1ccccc1 | 2 | 3.7 | -2 | 2 | -1.0 | -0.5 | 0.3 | -4 | -4
C=CCOC(=O)C1=C(C)OC(N)=C(C#N)C1c1ccccc1F (stereo unspecified) | 9 | -0.9 | 9 | -13 | -2.1 | -2.8 | -1.5 | 5 | -3
COc1ccc(OC)c(NS(=O)(=O)c2ccc(NC(=O)c3ccc(NS(C)(=O)=O)cc3)cc2)c1 | -9 | -5.1 | -4 | -2 | -2.4 | 0.2 | 2.0 | 1 | 3
O=C1C2C3CC(C(Br)C3Br)C2C(=O)N1CC1CCCO1 (stereo unspecified) | -11 | -1.6 | 27 | -6 | -3.0 | 0.5 | 0.5 | -12 | -3
CCCCNC1CCS(=O)(=O)C1 (stereo unspecified) | 0 | 0.0 | -4 | -2 | -3.0 | 1.0 | -0.4 | -11 | -9
COc1cccc(-c2cc(C(=O)NCCc3ccccc3)no2)c1 | -8 | -4.3 | -19 | -4 | -4.9 | -0.8 | 0.5 | -10 | 0
CCN(CC)S(=O)(=O)c1ccc(N2CCN(C)CC2)c(NC(=O)c2cc(=O)c3ccccc3o2)c1 | -8 | -3.8 | 22 | 7 | 1.8 | 1.1 | 0.4 | -15 | -6
O=C(NCc1ccco1)c1cc2ccccc2c(=O)o1 | 8 | -1.0 | 26 | 0 | -3.4 | -1.3 | 0.5 | 9 | -2
O=C(Oc1ccc(-n2cnnn2)cc1)c1ccccc1 | 10 | -1.2 | 33 | 2 | 1.4 | 1.7 | 1.1 | 18 | 4
O=C1N(CN2CCN(Cc3ccccc3)CC2)c2ccccc2C12OCCCO2 | 0 | -0.3 | 16 | -3 | -3.2 | 0.2 | -0.5 | -11 | -6
CCOC(=O)CC(=O)CSc1nc(C)nc2c1oc1ccccc12 | 5 | -3.1 | -34 | -16 | -2.1 | -0.8 | 0.7 | -16 | -3
O=C(Nc1ccc2c(c1)OCO2)c1nn(-c2ccccc2)c(=O)c2ccccc12 | 2 | -2.7 | -10 | -3 | -5.3 | -1.9 | -0.5 | -9 | 0
Cc1c(Cl)cccc1NC(=S)NCCc1ccc(Cl)cc1 | 7 | -2.5 | 40 | -16 | -4.0 | 0.8 | 3.9 | -9 | -6
Cc1ccc(C)c(N2C(=O)CC(Cc3ccc(Cl)cc3)C2=O)c1 (stereo unspecified) | 2 | -0.9 | 34 | -24 | -0.7 | 1.2 | 6.4 | 0 | 1
CCN(CC)S(=O)(=O)c1cc(C(=O)Nc2ccncc2)ccc1Cl | -2 | -5.8 | 41 | 3 | -2.2 | 13 | 8.6 | 1 | -4
C=CCN(CC=C)C(=S)NC(=O)/C=C/c1ccc(C)cc1 | -3 | -4.1 | -15 | -10 | -1.5 | -0.4 | -0.2 | -10 | -4
CCCCCCOc1ccc(C(=O)O)cc1 | 0 | -2.0 | -4 | -8 | -2.6 | 0.2 | -0.1 | -8 | -4
COc1ccc(C[C@@H]2CN3C(=NC[C@@H]3C)N2CCNC(=O)c2ccc(C)c(Br)c2)cc1 | -37 | -2.6 | 26 | 18 | -2.7 | -1.1 | -0.1 | -8 | -3
CN(C)/C=N/c1c(C#N)cnn1-c1ncnc2sc(-c3ccccc3)cc12 | -3 | -5.5 | 2 | -24 | -5.2 | -2.0 | -1.0 | -23 | -1
CCC(=O)OC1(C)C(=O)C2=COC(c3ccc(OC)cc3)=CC2=C(Br)C1=O (stereo unspecified) | · | · | 26 | · | · | 2.5 | 3.2 | · | -3
O=C(NCCCN1CCOCC1)c1cc(C(=O)C2CC2)c[nH]1 | 0 | -1.3 | 33 | 3 | -3.3 | 1.3 | 0.4 | -10 | -5
CN(C)c1ccc(Cl)cc1N | -1 | -2.1 | 39 | 6 | -3.5 | -0.8 | 0.2 | -1 | -3
O=C(NCc1ccc2[nH]c3c(c2c1)CCCC3)N1CCOCC1 | -1 | -0.9 | -27 | -12 | -0.1 | -0.3 | 0.6 | -16 | ·
C=CCc1cccc(CNc2ccc(S(=O)(=O)Nc3nccnc3OC)cc2)c1O | 10 | -3.0 | 19 | -26 | -3.3 | 4.9 | 5.8 | -8 | -10
O=C(CCN1C(=O)[C@@H]2Cc3ccccc3CN2C1=O)NCCc1ccccc1 | -8 | -0.6 | 38 | -32 | 0.2 | 1.4 | 3.6 | -12 | -8
CC(=O)Nc1ccc(S(=O)(=O)N2CCSC2c2ccccc2Cl)cc1 (stereo unspecified) | -9 | 2.2 | 11 | -1 | 0.3 | 1.9 | 8.3 | 10 | -4
CCOC(=O)CN1C(=O)C(CC)Oc2ccc(Cl)cc21 (stereo unspecified) | -5 | -2.9 | 13 | -8 | -4.2 | -2.2 | -0.9 | 8 | -6
COc1cccc(/C=N/NC(=O)c2[nH]nc3c2CCc2ccccc2-3)c1O | 8 | -4.6 | -41 | 3 | -2.4 | -0.1 | 10 | 6 | ·
O=[N+]([O-])c1ccc(COc2ccc(-c3[nH]ncc3-c3ccc(Cl)cc3)c(O)c2)cc1 | 12 | -0.2 | 7 | 6 | -0.3 | 0.9 | 0.3 | 5 | -3
N#C/C(=N\Nc1ccccc1)C(=N)N1CCCCCC1 | 2 | -1.4 | 7 | -1 | 1.0 | -0.8 | -0.5 | 18 | 0
Nc1ncnc(Sc2ccc(Cl)cc2)c1[N+](=O)[O-] | 3 | -2.8 | 3 | 1 | 1.8 | -0.7 | -1.3 | 10 | -3
CCOC(=O)CC(NC(=O)Cn1nnc(-c2ccccc2)n1)c1ccc(OC)cc1 (stereo unspecified) | 10 | 0.0 | -15 | -7 | 0.9 | 5.7 | 8.3 | -1 | 2
O=C(c1ccccc1Cl)N1CCSCC1 | 0 | -1.8 | 16 | -1 | -0.9 | -0.2 | 0.5 | -6 | -3
O=C(NCc1cccnc1)c1ccccc1-c1nc(-c2ccccc2)no1 | -1 | -2.5 | 28 | -3 | -2.1 | 0.0 | 2.1 | -14 | 0
COc1cccc(N(CC(=O)NCCSCc2ccco2)S(=O)(=O)c2ccccc2)c1 | 16 | 5.0* | 31 | -39 | 1.4 | -0.7 | 1.8 | 4 | -5
COC(=O)CN1C(=O)[C@H]2[C@@H](c3ccc(C)o3)N3C(=O)CN(CC4CC4)C(=O)[C@@]3(Cc3ccccc3)[C@H]2C1=O | 22 | -2.9 | -36 | -13 | -1.5 | 0.7 | -0.4 | -6 | -2
O=C(c1ccc(N2C(=O)c3ccccc3C2=O)cc1)N1CCCCC1 | 25 | -1.7 | 9 | -20 | 0.6 | 2.6 | 0.6 | -1 | -9
